bIAP inhibitor = blocks bovine intestinal alkaline phosphatase activity. purified bovine IAP, CDP-star luminescence, 30 min. AID 1019. inhibition, % at 20 µM. 190,000 tested, under 10 active;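 active = over 50% inhibition of intestinal alkaline phosphatase at 20 µM in the single-dose screen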
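test system = bovine IAP enzyme | medium = DEA buffer 100 mM, pH 9.8, with MgCl2 1.0 mM, ZnCl2 0.02 mM | detection = luminescence | dosing = single compound dose of 20 µM, 2% DMSO final | incubation = 30 min reaction at room temperature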
bIAP activator = intestinal alkaline phosphatase (bovine) activation. purified bovine IAP, CDP-star luminescence, 30 min; active compounds read high; fold of DMSO-control signal, blank-subtracted. activation factor at 20 µM. 200,000 compounds, 0.17% hits. AID 1016;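 active = activation factor of 2 or more at 20 µM, a signal rise over negative controls twice the positive control's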
TNAP inh no acc = TNAP (human) inhibition, acceptor-free conditions. purified TNAP, CDP-star luminescence, 30 min. inhibition, % at 20 µM. 200,000 compounds, 0.26% hits. AID 1012;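 active = tissue-nonspecific alkaline phosphatase inhibition above about 50% at 20 µM in the single-dose screen, limit read from the data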;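 note: 0% = DMSO negative control and 100% = EDTA positive control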
Target sequence (P05186 whole entry, looked up): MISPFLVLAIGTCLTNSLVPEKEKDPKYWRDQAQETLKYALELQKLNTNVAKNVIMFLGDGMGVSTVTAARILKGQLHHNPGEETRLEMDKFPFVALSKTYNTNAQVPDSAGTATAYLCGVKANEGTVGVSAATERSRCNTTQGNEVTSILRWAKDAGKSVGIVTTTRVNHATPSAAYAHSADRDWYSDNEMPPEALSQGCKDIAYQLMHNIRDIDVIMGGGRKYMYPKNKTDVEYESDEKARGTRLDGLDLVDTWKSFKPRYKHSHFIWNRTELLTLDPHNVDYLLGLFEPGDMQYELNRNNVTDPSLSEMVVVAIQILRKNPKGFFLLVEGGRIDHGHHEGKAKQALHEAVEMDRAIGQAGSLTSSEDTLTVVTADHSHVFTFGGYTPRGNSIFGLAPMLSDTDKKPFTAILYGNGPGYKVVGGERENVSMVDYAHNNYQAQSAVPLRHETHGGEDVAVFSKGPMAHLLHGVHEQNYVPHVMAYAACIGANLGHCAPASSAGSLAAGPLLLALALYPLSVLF
TNAP inh hiacc = TNAP (human) inhibition, high acceptor. purified TNAP, CDP-star luminescence, 1 M DEA. 200,000 compounds, 0.03% hits. inhibition, % at 20 µM. P05186;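 active = over 50% inhibition of tissue-nonspecific alkaline phosphatase at 20 µM in the single-dose screen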;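 note: plate controls were DMSO wells for no effect and EDTA-quenched wells as full inhibition for full effect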
Lmaj promast = Leishmania major promastigote growth inhibition; Leishmania major promastigotes, resazurin fluorescence viability; inhibition, % at 10 µM; 200,000 compounds, 9% hits; in the data active = inhibition above about 50%;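 note: promastigotes grown with compound for 44 hours at 28 °C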
PMI act hi M6P = activators of human phosphomannose isomerase at near-saturating mannose 6-phosphate; coupled PMI enzyme assay, resazurin fluorescence, 20 min; active compounds read high; 1 = untreated enzyme, 0 = substrate-free blank; activation factor at 20 µM; 190,000 compounds, 0.34% hits; AID 1216;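 active = activation factor of 2 or more at 20 µM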
Target sequence (P34949 whole entry, looked up): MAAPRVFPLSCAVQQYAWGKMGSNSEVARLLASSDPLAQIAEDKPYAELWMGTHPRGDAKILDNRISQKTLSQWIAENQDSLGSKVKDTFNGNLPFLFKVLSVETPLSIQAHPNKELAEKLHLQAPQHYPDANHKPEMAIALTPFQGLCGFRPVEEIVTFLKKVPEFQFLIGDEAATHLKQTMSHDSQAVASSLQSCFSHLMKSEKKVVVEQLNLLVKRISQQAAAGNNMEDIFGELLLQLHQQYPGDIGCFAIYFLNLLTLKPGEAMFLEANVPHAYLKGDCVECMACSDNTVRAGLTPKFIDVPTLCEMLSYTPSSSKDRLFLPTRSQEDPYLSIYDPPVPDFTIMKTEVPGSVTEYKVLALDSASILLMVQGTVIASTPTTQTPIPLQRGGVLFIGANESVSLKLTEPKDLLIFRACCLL
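Test system: Human PMI in coupled enzyme assay | Input: 15 ng/mL PMI | Medium: HEPES-buffered pH 7.4 with magnesium and detergent | Compound: One concentration, 20 µM, in 1% DMSO | Incubation: Enzyme reaction with compound 20 min at room temperature | Detection: Diaphorase-driven resazurin-to-resorufin fluorescence, excitation 544, emission 590 nm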
Diaphorase inh = counter-screen for diaphorase-based assays: diaphorase inhibitors and chemical oxidizers; diaphorase resazurin-to-resorufin fluorescence, NADH, 16 min; bacterial (C. kluyveri) enzyme, not human; inhibition, % at 20 µM; 190,000 compounds, 0.69% hits; AID 1217;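 active = primary screen inhibition at 20 µM above a set limit, cut at about 50% in these data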;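 note: plate controls were DMSO with full reaction for no effect and wells lacking NADH for full effect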
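Test system: Clostridium kluyveri diaphorase enzyme / Quantity: diaphorase at 0.14 U/mL in enzyme working solution / Incubation: 16-min room-temperature incubation before reading / Benchmarks: NADH-free wells as positive control, DMSO-only neutral wells / Signal: resorufin fluorescence 544/590 nm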
PMI act = phosphomannose isomerase (human) activation. activation factor at 20 µM. purified human PMI, coupled resazurin fluorescence, 20 min; active compounds read high; 1 = vehicle control, 0 substrate-free wells. 190,000 compounds, 0.005% hits. AID 1214. P34949;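 active = activation factor of 2 or more at 20 µM, relative to plate controls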
TNAP act hiacc = activators of human TNAP at high phosphate acceptor concentration | P05186 | 200,000 tested, under 10 active | activation factor at 20 µM | purified TNAP, CDP-star luminescence, 1 M DEA, 30 min; active compounds read high; 0 = EDTA background, 1 = DMSO-only activity;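 active = activation factor at least 2 at 20 µM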
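Assay system: human TNAP; Input: enzyme diluted 1/800 final; Reagent: CDP-star luminogenic substrate at 100 µM final; Timing: 30 min, room temperature; Signal: luminescence; Evaluation: TNAP activation factor scaled between EDTA and DMSO control wells.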
Diaph act CS = activates diaphorase or chemically reduces, flagging diaphorase assay artifacts; Diaphorase/resazurin coupled assay, resorufin fluorescence, 16 min; active compounds read high; 1 = vehicle wells, 0 = NADH-free wells; activation factor at 20 µM; 190,000 compounds, 0.005% hits;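 active = diaphorase activity raised at least twofold by the compound at 20 µM; inactive = activation factor below 2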
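Material: Clostridium kluyveri diaphorase, purified enzyme; Quantity: enzyme 0.07 U/mL final; Medium: HEPES pH 7.4 buffer with MgCl2 and Tween 20; Dosing: single compound dose of 20 µM, 1% DMSO final; Schedule: 16 min reaction at room temperature; Measured by: red resorufin fluorescence at 544/590 nm excitation/emission.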
* = called active by the depositor; . = not tested or not shown. Hits appear at their usual frequency (roughly 10% active in at least one column).

SMILES,bIAP inhibitor,bIAP activator,TNAP inh no acc,TNAP inh hiacc,Lmaj promast,PMI act hi M6P,Diaphorase inh,PMI act,TNAP act hiacc,Diaph act CS
COCCOC(=O)c1c(C)oc2ccc(OC(=O)c3ccco3)cc12,-3,1,-4,0,-8,0.9,22,0.9,1,0.8
CCOC(=O)c1c(C)n(C)c2ccc(OCC(O)CNC(CC)CO)cc12 (stereo unspecified),0,1,-5,-1,6,1,-6,1,1,1.1
O=C(CSc1ncnc2nc[nH]c12)c1ccc2ccccc2c1,10,0.9,-36,4,5,1,-5,1,1,1.1
CCOC(=O)C1CCN(c2ccc(C(=O)O)cc2[N+](=O)[O-])CC1,34,0.7,1,7,-9,0.9,11,0.9,0.9,0.9
CC1(C)C2CCC(C2)C1(C)NC(=O)CN1CCOCC1 (stereo unspecified),1,1,-18,-10,5,1.1,21,1,1.1,0.8
Cc1ccc(C(=O)OCC(=O)Nc2ncc(Cl)cc2Cl)cc1NC(=O)c1ccco1,9,0.9,-23,-5,7,1,15,1,1.1,0.8
CCCOP(=O)(OCCC)c1nc(-c2ccccc2)oc1NCc1ccccc1,4,1,2,2,3,0.8,19,0.8,1,0.8
COc1cc(OC)cc(C(=O)Nn2cc(C(=O)N3CCN(C)CC3)c3ccccc3c2=O)c1,8,0.9,-12,-6,-6,1,10,1,1.1,0.9
CCOC(=O)c1c(NC(=O)CN2CCN(C)CC2)sc(C(=O)Nc2ccccc2)c1C,-7,1.1,0,0,99*,0.9,-2,0.9,1,1
Cc1ccccc1OS(=O)(=O)c1cn(C)c(=O)n(C)c1=O,4,1,-15,-5,-4,1,13,1,1,0.9
C=CCOc1ccc(C=Nc2cccc(Cl)c2)c(O)c1,18,0.8,-4,1,-9,0.8,18,0.8,1,0.8
C=CCN=Cc1c(C)[nH]n(-c2ccccc2)c1=O,6,0.9,-8,-1,1,1.1,4,1.1,1,1
COc1ccc(S(=O)(=O)N2CCN=C2SCc2cccnc2)cc1,-4,1,-3,5,3,1,3,1,1,1
COc1ccc(S(=O)(=O)N2CCCC(C(=O)Nc3ccc(NC(=O)c4ccccn4)cc3)C2)cc1 (stereo unspecified),3,1,-3,-4,2,1,4,1.2,1,1
CCOC(=O)N1CCN(C(=O)c2sc3nc(-c4ccc(F)cc4)cn3c2C)CC1,4,1,-16,-6,1,1,15,1,1.1,0.9
Cc1ccc(N(C(C)C(=O)Nc2ccc3c(c2)OCO3)S(C)(=O)=O)cc1 (stereo unspecified),4,1,-2,1,25,0.9,17,0.8,1,0.8
OC(COc1ccc2ccccc2c1)Cn1ccnc1 (stereo unspecified),-6,1.1,-4,-3,98*,1.1,4,1,1,1
Cc1ccc(NC(=O)c2cc(=O)c3ccccc3o2)c(C)c1,19,0.8,-8,-4,3,1.1,12,1,1,0.9
Cc1cc(C)cc(NC(=S)N2CCN(c3ncccn3)CC2)c1,11,0.9,-12,0,8,1.1,3,1,1,1
CCOC(=O)c1cc(NC(=O)/C=C\C(=O)O)ccc1Cl,-24,1.2,-6,-1,-5,1.2,-3,1.3,1,1
CN1CCN(c2nc(-c3ccncc3)nc3ccccc23)CC1,4,1,-10,-2,100*,0.9,8,0.9,1,0.9
C/C=C/c1cc(CN2CCN(c3ccc(OC)cc3)CC2)c(O)c(OC)c1,-22,1.2,-3,-3,19,0.8,-13,0.9,1,1.1
CCOC(=O)c1c(NC(=O)Cn2nc(C(=O)O)c3ccccc3c2=O)sc(CC)c1C,2,1,-4,-4,-3,0.9,19,0.9,1,0.8
Cc1cc(NC(=O)Cn2cnc3sc(C)c(-c4ccccc4)c3c2=O)no1,0,1,-8,-2,-1,1.1,2,1,1,1
N#CC1=C(N)Oc2cc(N)ccc2C1C1CCCCC1 (stereo unspecified),-4,1,-9,-5,5,0.9,12,0.9,1,0.9

Later entries:
SMILES,bIAP inhibitor,bIAP activator,TNAP inh no acc,TNAP inh hiacc,Lmaj promast,PMI act hi M6P,Diaphorase inh,PMI act,TNAP act hiacc,Diaph act CS
CC(=O)Nc1cccc(N2C(=O)CC(Cc3ccccc3)C2=O)c1 (stereo unspecified),2,1,-6,-2,-9,1,13,1,1,0.9
Cc1cc(C)nc(NC2=NCC(=O)N2c2ccccc2Br)n1,0,1,-2,-1,-4,1,4,1.2,1,1
O=C(Cc1ccccc1)Oc1coc(CSc2ncccn2)cc1=O,3,1,-14,0,-4,1,11,1.1,1,0.9
CCOC(=O)C1(Cc2ccc(Cl)cc2)CCN(C(=O)c2sc(C)nc2C)CC1,6,0.9,-5,-4,10,1,16,1,1,0.8
CCOC(=O)c1c(C)n(C)c2ccc(OCC(O)CN3C(=O)c4ccccc4S3(=O)=O)cc12 (stereo unspecified),-2,1,-26,-6,-4,0.8,31,0.8,1.1,0.7
O=C(NCCCl)c1ccc(OCc2ccccc2)cc1Cl,-9,1.1,-10,-4,3,1.1,-7,1.2,1,1.1
Cc1nc2[nH]c(=O)c3c(n2n1)NC1=C(C(=O)CC(C)(C)C1)C3c1ccc(F)cc1 (stereo unspecified),3,1,4,-3,-3,1,8,0.9,1,0.9
CCCOc1ccc([N+](=O)[O-])c(N)c1,11,0.9,4,3,-5,1,12,1,1,0.9
CC12CC(c3ccccc3O1)C(C(=O)N1CCOCC1)C(=O)N2 (stereo unspecified),6,0.9,-5,-1,-3,0.9,9,0.9,1,0.9
CC(=O)NNC(=O)C(O)(c1ccccc1)c1ccccc1,-16,1.2,2,-1,-4,0.9,9,1,1,0.9
COc1ccc(S(=O)(=O)N2CCN(CC(=O)Nc3ccc(F)c(F)c3)CC2)cc1,4,1,-6,-3,2,1.2,15,1,1,0.9
Cc1ccc(C(=O)c2cc(C)sc2NC(=O)CN2CCN(C(=O)c3ccco3)CC2)cc1,0,1,4,-2,50*,0.8,36,0.9,1,0.6
CN1C(=O)c2ccccc2N(C)C1c1cccs1 (stereo unspecified),4,1,-4,-7,-7,0.9,13,1,1.1,0.9
CC(C)OCCCNc1nc2c([nH]1)c(=O)n(C)c(=O)n2C,8,0.9,-3,-7,-8,1,7,1.1,1.1,0.9
Cc1ccc(S(=O)(=O)N2CCCOC2CNC(=O)C(=O)NC2CCCCC2)cc1 (stereo unspecified),0,1,-14,-5,9,1,10,1,1.1,0.9
CCn1nnnc1SCC(=O)Nc1ccc2c(c1)OCCO2,40,0.6,-4,2,-4,0.9,8,0.9,1,0.9
CC(C)[C@H](NC(=O)Nc1ccc(Oc2ccccc2)cc1)C(=O)O,5,0.9,-7,-3,-5,1,17,1,1,0.8
COc1cc(/C=N/NC(=O)c2ccc(CSc3nc4ccccc4[nH]3)cc2)cc(OC)c1OC,-7,1.1,2,-4,-1,1.1,-2,1.1,1,1
O=C(NCCCCO)c1ccc2c3c(cccc13)CC2,-13,1.1,-7,-8,-5,1,19,1,1.1,0.8
O=C(NCc1cccnc1)C1COc2ccccc2O1 (stereo unspecified),8,0.9,-5,-5,-7,1.1,4,1.1,1.1,1
Cc1cc(C)cc(NC(=O)CCn2ccnc2C)c1,11,0.9,-10,-6,-2,1,10,0.9,1.1,0.9
CCOC(=O)c1cccc(NC(=O)c2cccnc2)c1,7,0.9,-8,-3,-9,1.1,-4,1,1,1
CC(C)CN1C(=O)C(=O)N(CC(=O)Nc2cc(Cl)ccc2Oc2ccccc2)C1=O,-21,1.2,-1,-5,-8,1,7,1.1,1,0.9
Cc1ccc2nc(Nc3ncc4c(n3)CCCC4=O)nc(C)c2c1,6,0.9,-13,-5,.,0.9,12,1,1.1,0.9
Cc1ccc(S(=O)(=O)NCc2ccc(C(=O)N3CCCC3)cc2)cc1,6,0.9,-1,5,-3,1,-1,1,0.9,1

Carrying on:
SMILES,bIAP inhibitor,bIAP activator,TNAP inh no acc,TNAP inh hiacc,Lmaj promast,PMI act hi M6P,Diaphorase inh,PMI act,TNAP act hiacc,Diaph act CS
COc1ccc(/C=C(/NC(=O)c2cccs2)C(=O)N2CCOCC2)cc1OC,-36,1.4,1,6,-9,1.1,-8,1,0.9,1.1
CCCCc1c(O)nc(SCC(=O)N2CCCCC2)n(-c2ccccc2C)c1=O,-1,1,-4,2,-5,0.9,11,0.9,1,0.9
COc1ccc(N2CCN(c3ncccn3)CC2)cc1,6,0.9,-9,0,-5,0.9,11,0.9,1,0.9
COc1ccccc1NC(=O)c1ccc2nc(-c3ccccc3)c(-c3ccccc3)nc2c1,8,0.9,-9,-1,-1,1,7,1,1,0.9
O=C(CSc1nnc(Cc2ccccc2)o1)NC1CC2CCC1C2 (stereo unspecified),5,1,-14,-4,-6,0.9,13,0.9,1,0.9
COc1cccc(N2CCN(C(=S)NCCc3ccccc3)CC2)c1,-2,1,-4,3,-1,0.9,16,0.9,1,0.8

A run of entries from the list above, as a working copy:
SMILES,bIAP inhibitor,bIAP activator,TNAP inh no acc,TNAP inh hiacc,Lmaj promast,PMI act hi M6P,Diaphorase inh,PMI act,TNAP act hiacc,Diaph act CS
COc1ccc(S(=O)(=O)N2CCN=C2SCc2cccnc2)cc1,-4,1,-3,5,3,1,3,1,1,1
COc1ccc(S(=O)(=O)N2CCCC(C(=O)Nc3ccc(NC(=O)c4ccccn4)cc3)C2)cc1 (stereo unspecified),3,1,-3,-4,2,1,4,1.2,1,1
CCOC(=O)N1CCN(C(=O)c2sc3nc(-c4ccc(F)cc4)cn3c2C)CC1,4,1,-16,-6,1,1,15,1,1.1,0.9
Cc1ccc(N(C(C)C(=O)Nc2ccc3c(c2)OCO3)S(C)(=O)=O)cc1 (stereo unspecified),4,1,-2,1,25,0.9,17,0.8,1,0.8
OC(COc1ccc2ccccc2c1)Cn1ccnc1 (stereo unspecified),-6,1.1,-4,-3,98*,1.1,4,1,1,1
Cc1ccc(NC(=O)c2cc(=O)c3ccccc3o2)c(C)c1,19,0.8,-8,-4,3,1.1,12,1,1,0.9
Cc1cc(C)cc(NC(=S)N2CCN(c3ncccn3)CC2)c1,11,0.9,-12,0,8,1.1,3,1,1,1
CCOC(=O)c1cc(NC(=O)/C=C\C(=O)O)ccc1Cl,-24,1.2,-6,-1,-5,1.2,-3,1.3,1,1
